# Bcl-W Bim block = inhibitors of Bim binding to Bcl-W, primary screen, biochemical, multiplexed, bead-based flow cytometry; Bim peptide-Bcl-W binding; inhibition, % at 10 µM; 190,000 compounds, 0.02% hits; AID 952, 2007; Bcl-2-like protein 2 (Homo sapiens), Q92843;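 also: 0% = bound tracer without compound and 100% = peptide blocker; higher means less fluorescent Bim peptide bound to Bcl-W beads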
# RGS8-Gao reg = RGS8-Galphao binding modulators, primary screen, biochemical, multiplexed bead flow cytometry; 220,000 compounds, 0.34% hits; actives lie on both sides; response (percent of control binding), % at 10 µM; Guanine nucleotide-binding protein G(o) subunit alpha (Homo sapiens), P09471; AID 1423, 2008; in the data active = response below about 60% or above about 140%; inactive = in between;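 also: Galphao activated as the GDP aluminium fluoride complex binding bead-coupled RGS8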
# Target sequence (P09471 whole entry, looked up): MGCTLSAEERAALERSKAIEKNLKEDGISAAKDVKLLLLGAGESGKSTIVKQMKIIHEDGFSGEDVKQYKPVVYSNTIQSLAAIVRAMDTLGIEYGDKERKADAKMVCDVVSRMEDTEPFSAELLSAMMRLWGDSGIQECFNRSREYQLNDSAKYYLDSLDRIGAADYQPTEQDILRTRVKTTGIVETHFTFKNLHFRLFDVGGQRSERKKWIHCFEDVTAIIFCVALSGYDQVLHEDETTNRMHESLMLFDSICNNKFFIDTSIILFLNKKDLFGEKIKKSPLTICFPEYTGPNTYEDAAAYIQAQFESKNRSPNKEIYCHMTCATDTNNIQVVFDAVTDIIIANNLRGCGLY
# GSH bead fluor = compound fluorescence on glutathione beads, profiling panel, artefact control, biophysical, 488/530 nm, flow cytometry; AID 1776, 2009; GSH beads flow cytometry, compound fluorescence 488/530 nm; stronger effect = higher value; 190,000 compounds, 0.25% hits; fluorescence (KMESF) at 10 µM; in the data active = fluorescence above about 89;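 also: glutathione beads carrying GST-tagged Bcl family fusion proteins plus one bare bead set; values are compound well signal with DMSO vehicle wells as background; inactives centre near 16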
# Bim-Bfl-1 = inhibitors of Bim binding to Bfl-1, primary screen, biochemical, multiplexed, bead-based flow cytometry; Bim-Bfl-1 binding inhibition; inhibition, % at 10 µM; Bcl-2-related protein A1 (Homo sapiens), Q16548; 190,000 compounds, 0.12% hits;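 also: 0% = wells without compound plus tracer and 100% = blocker peptide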
# RGS4-Gao reg = modulators of RGS4 binding to Galphao, primary screen, biochemical, multiplexed bead flow cytometry. Guanine nucleotide-binding protein G(o) subunit alpha (Homo sapiens), P09471. actives lie on both sides. binding response (% of control), % at 10 µM. 220,000 compounds, 0.33% hits. AID 1415, 2008; in the data active = binding response below about 49% or above about 150%; inactive = in between;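 also: fluorescent Galphao activated with aluminum fluoride binding bead-coupled RGS4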
# Bim-Bcl-B = inhibitors of Bim-Bcl-B binding, primary screen, biochemical, multiplexed, human Bcl-2 family | 190,000 compounds, 0.073% hits | AID 951, 2007 | inhibition, % at 10 µM | bead-based flow cytometry, Bim peptide-Bcl-B binding | Bcl-2-like protein 10 (Homo sapiens), Q9HD36;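 also: 0% = tracer peptide without compound and 100% = reference inhibitor peptide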
# RGS7-Gao reg = RGS7-Galphao binding modulators, primary screen, biochemical, multiplexed bead flow cytometry | Guanine nucleotide-binding protein G(o) subunit alpha (Homo sapiens), P09471 | actives lie on both sides | binding response (% of control), % at 10 µM | 220,000 compounds, 0.35% hits; in the data active = binding response below about 49% or above about 150%; inconclusive = no clear call, values can overlap the other calls; inactive = in between;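 also: fluorescent Galphao held in activated GDP-AlF4 state binding bead-coupled RGS7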
# ABCB1 inh = ABCB1 efflux pump inhibitors, primary screen, cell-based, multiplex, flow cytometry, ABCG2 counter-screen; inhibition, % at 6.6 µM; ATP-dependent translocase ABCB1 (Homo sapiens), P08183; 190,000 compounds, 0.067% hits; CCRF-Adr cells, JC-1 efflux; in the data active = inhibition above about 40%;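 also: 0% = vehicle and 100% = reference inhibitor; higher value means more JC-1 retained so stronger ABCB1 efflux block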
# ABCG2 block = ABCG2 efflux pump inhibitors, primary screen, multiplex with ABCB1, IgMXP3 cells, flow cytometry; 190,000 compounds, 0.1% hits; inhibition, % at 6.6 µM; Broad substrate specificity ATP-binding cassette transporter ABCG2 (Homo sapiens), Q9UNQ0; JC-1 efflux;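 active = inhibition above 80%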;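 also: 0% = DMSO and 100% = nicardipine control wells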
# Target sequence (Q9UNQ0 whole entry, looked up): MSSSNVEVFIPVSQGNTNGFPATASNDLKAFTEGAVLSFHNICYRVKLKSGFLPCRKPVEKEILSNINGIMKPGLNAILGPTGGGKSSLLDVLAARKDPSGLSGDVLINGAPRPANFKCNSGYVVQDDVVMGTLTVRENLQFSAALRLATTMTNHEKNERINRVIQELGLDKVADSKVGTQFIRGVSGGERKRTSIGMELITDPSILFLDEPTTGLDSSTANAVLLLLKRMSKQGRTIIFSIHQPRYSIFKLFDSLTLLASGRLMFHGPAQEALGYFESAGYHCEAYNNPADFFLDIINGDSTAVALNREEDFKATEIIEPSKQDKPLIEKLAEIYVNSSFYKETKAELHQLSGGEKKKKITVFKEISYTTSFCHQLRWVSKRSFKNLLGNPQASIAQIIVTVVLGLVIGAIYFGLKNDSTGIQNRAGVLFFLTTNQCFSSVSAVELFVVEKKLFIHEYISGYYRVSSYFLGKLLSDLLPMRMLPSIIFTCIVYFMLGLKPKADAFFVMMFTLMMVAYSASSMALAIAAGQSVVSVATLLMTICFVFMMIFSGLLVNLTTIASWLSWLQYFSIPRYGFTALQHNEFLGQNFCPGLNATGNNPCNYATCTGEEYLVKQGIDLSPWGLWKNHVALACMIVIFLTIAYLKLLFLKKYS
#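 Assay system – ABCG2 IgMXP3 and barcoded ABCB1 CCRF-Adr cell mix · Input – 3 million cells/mL in well · Reagent – JC-1 fluorescent substrate · Compound – single test compound dose, 6.6 µM final · Timing – 10 min exposure at 25 °C with rotation, no wash · Detection – flow cytometry of retained JC-1 fluorescence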
# Bcl-2 Bim block = inhibitors of Bim-Bcl-2 binding, primary screen, biochemical, multiplexed, human Bcl-2 family | AID 950, 2007 | inhibition, % at 10 µM | Bead-based flow cytometry, Bim peptide-Bcl-2 binding | 190,000 compounds, 0.06% hits | Apoptosis regulator Bcl-2 (Homo sapiens), P10415; in the data active = inhibition above about 40%; inconclusive = no clear call, values can overlap the other calls;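 also: 0% = no compound wells with probe peptide and 100% = reference peptide inhibitor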
# Bim-Bcl-XL = inhibitors of Bim-Bcl-XL binding, primary screen, biochemical, multiplexed, bead flow cytometry, human Bcl-XL. AID 1007, 2008. inhibition, % at 10 µM. Bim peptide-Bcl-XL binding, fluorescence. 190,000 compounds, 0.04% hits. Bcl-2-like protein 1 (Homo sapiens), Q07817
# The depositor's hits bear a star; ? = inconclusive. Rule as the data show it, unless noted: active = inhibition above about 40%.
SMILES,Bcl-W Bim block,RGS8-Gao reg,GSH bead fluor,Bim-Bfl-1,RGS4-Gao reg,Bim-Bcl-B,RGS7-Gao reg,ABCB1 inh,ABCG2 block,Bcl-2 Bim block,Bim-Bcl-XL
CC(=O)Nc1ccc(C(=O)N/N=C(\C)CC(=O)Nc2ccc(OCc3ccccc3)cc2)cc1,-8,105,20,-14,105,-8,102,-0.4,-1,-9,-9
COC(=O)c1ccccc1NC(=O)C(CCS(C)(=O)=O)NC(C)=O (stereo not drawn),-5,106,16,0,107,-2,106,0.0,0,2,-7
CCOC(=O)NC(NC(=S)Nc1ccc(OC)cc1)C(Cl)(Cl)Cl (stereo not drawn),-5,110,9,-1,106,-6,102,0.1,1,-1,-8
Nc1cccc(CCc2nc3ccccc3[nH]2)c1,-2,101,13,-1,101,-5,100,0.8,13,0,-5
Cc1ccc(N2C(=O)C3ON(c4ccccc4)C(c4ccncc4)C3C2=O)c(C)c1 (stereo not drawn),1,103,17,-2,107,4,102,1.2,4,0,1
Cn1c(C(O)c2ccccc2)nc(Cl)c1Cl (stereo not drawn),-3,99,7,-1,98,-4,102,0.7,3,0,-1
O=C(Nc1ccn(Cc2ccccc2F)n1)c1ccc(COc2ccc(Cl)cc2Cl)o1,2,101,22,-17,99,-9,99,1.4,25,-7,-5
CCN1C(=O)C2(C(C(=O)c3ccc(C)o3)=C(O)C(=O)N2CCCN2CCOCC2)c2ccccc21 (stereo not drawn),-1,94,30,-10,90,-5,92,-0.1,0,-4,3
CCN(c1ccccc1)S(=O)(=O)c1ccc(Cl)c(NC(=O)COC(=O)c2ccc(Cl)c(N)c2)c1,-3,103,7,0,103,-4,102,-0.3,-1,-1,-4
CCOC(=O)c1ccc(NC(=O)CNC(=O)C2CCCCC2)cc1,-1,104,38,-11,107,-8,108,0.1,3,-8,0
O=C(CN1C(=O)C2C3C=CC(C3)C2C1=O)N1CCc2ccccc2C1 (stereo not drawn),2,103,15,1,103,0,105,0.4,1,-1,0
COc1ccc2c(c1)c1nc3ccccc3nc1n2Cc1ccc(OC)c(OC)c1,-4,102,18,-7,103,-13,103,5.1,6,-2,-13
C=C1CSc2nc(=O)c3c(C)c(C)sc3n21,8,98,25,-9,96,5,93,-0.4,8,-5,3
Cc1cc(C)cc(NC(=O)C2CC(=O)n3ncnc3N2)c1 (stereo not drawn),-3,102,11,-5,104,-3,106,0.0,0,-3,-1
NNc1nc(Nc2ccccc2)nc(Nc2ccccc2)n1,-11,106,10,-5,100,-13,105,-1.0,-3,-6,-17
COC(=O)C(Cc1ccc(O)cc1)NC(=O)C(C)Oc1ccccc1 (stereo not drawn),1,105,21,1,108,0,112,-0.2,0,1,2
Cc1ccc(CS(=O)(=O)CCC(=O)N2CCOCC2)cc1,3,100,12,1,94,3,98,0.3,3,2,0
O=C(CSc1nc2ccccc2s1)NC1CCS(=O)(=O)C1 (stereo not drawn),5,102,39,-1,99,-17,107,0.4,2,-11,-15
Cc1cc(=O)[nH]c(SC(C(=O)O)c2ccccc2)n1 (stereo not drawn),-1,89,5,0,99,-3,92,-0.3,-10,0,-2
COc1ccc(/C=C/C(=O)c2ccccc2)c(OC)c1,-1,99,10,-1,101,-5,?,-0.9,-1,0,-2
COc1ccccc1NC(=O)Cc1noc(CSc2nnc(N)s2)n1,-4,104,17,-1,104,-1,106,0.2,1,-3,-1
S=C1NCCc2ccc(Cl)cc2C1c1ccccc1Cl (stereo not drawn),-23,105,30,-23,110,-31,105,0.1,-1,-26,-24
c1cnc(Nc2nc(-c3ccc4ccccc4c3)cs2)nc1,0,101,11,-2,104,-3,105,-0.1,0,-3,-3
CN(CCOC(=O)/C=C/c1ccco1)Cc1ccccc1,0,100,26,-5,98,-8,93,0.2,1,-1,-2

# Seven structures out of the list, ordered by count of non-hydrogen atoms, rising.
SMILES,Bcl-W Bim block,RGS8-Gao reg,GSH bead fluor,Bim-Bfl-1,RGS4-Gao reg,Bim-Bcl-B,RGS7-Gao reg,ABCB1 inh,ABCG2 block,Bcl-2 Bim block,Bim-Bcl-XL
C=C1CSc2nc(=O)c3c(C)c(C)sc3n21,8,98,25,-9,96,5,93,-0.4,8,-5,3
Cc1cc(=O)[nH]c(SC(C(=O)O)c2ccccc2)n1 (stereo not drawn),-1,89,5,0,99,-3,92,-0.3,-10,0,-2
S=C1NCCc2ccc(Cl)cc2C1c1ccccc1Cl (stereo not drawn),-23,105,30,-23,110,-31,105,0.1,-1,-26,-24
Cc1cc(C)cc(NC(=O)C2CC(=O)n3ncnc3N2)c1 (stereo not drawn),-3,102,11,-5,104,-3,106,0.0,0,-3,-1
c1cnc(Nc2nc(-c3ccc4ccccc4c3)cs2)nc1,0,101,11,-2,104,-3,105,-0.1,0,-3,-3
COC(=O)C(Cc1ccc(O)cc1)NC(=O)C(C)Oc1ccccc1 (stereo not drawn),1,105,21,1,108,0,112,-0.2,0,1,2
COc1ccc2c(c1)c1nc3ccccc3nc1n2Cc1ccc(OC)c(OC)c1,-4,102,18,-7,103,-13,103,5.1,6,-2,-13

# Carrying on.
SMILES,Bcl-W Bim block,RGS8-Gao reg,GSH bead fluor,Bim-Bfl-1,RGS4-Gao reg,Bim-Bcl-B,RGS7-Gao reg,ABCB1 inh,ABCG2 block,Bcl-2 Bim block,Bim-Bcl-XL
CC1=C(C(=O)Nc2cccc([N+](=O)[O-])c2)C2(CCC(C)CC2)OC1=O (stereo not drawn),-1,96,13,-4,100,-5,93,0.7,6,-3,-5
Cc1ccc2nc(N/C(N)=N/S(=O)(=O)c3ccc([N+](=O)[O-])cc3)nc(C)c2c1,-3,95,4,0,100,-2,97,-0.4,-2,-4,0
O=C(NNc1cccc(Cl)c1)c1cccnc1Cl,-3,103,5,-1,99,-1,99,0.4,1,2,-5
O=c1o[nH]c(-c2ccccc2)c1C=Nc1ccc(Cl)cc1,-2,103,10,-8,104,-4,?,-0.4,2,-6,-3
CC(C)(C)c1ccc(-c2n[nH]c(=S)n2C2CCCC2)cc1,0,99,7,4,102,-21,108,-0.5,-3,-1,-2
Cc1ccc(S(=O)(=O)N2CCCC(C(=O)N(Cc3cccs3)C3CC3)C2)cc1 (stereo not drawn),2,102,6,-7,102,5,103,1.4,2,-4,1
O=C(Nc1ccc(Cl)cc1)OCCn1nnnc1C(c1ccccc1Cl)N1CCOCC1 (stereo not drawn),-1,102,12,0,103,0,98,0.4,2,-6,0
Clc1nc(CN2CCOCC2)nc2sc3c(c12)CCC3,1,101,16,-5,102,-4,?,1.0,4,-4,-4
CCOC(=O)C1CCCN(c2c(C(=O)c3ccccc3)cnc3ccccc23)C1 (stereo not drawn),-2,101,15,-4,103,-6,102,9.0,3,-2,-2
CC1CCC(N2CC(=O)N(Cc3ccc4c(c3)OCO4)C(c3ccc(F)cc3)C2=O)CC1 (stereo not drawn),0,92,13,0,84,1,82,2.4,2,1,1
COc1cc(C(=O)NCc2ccc3c(c2)OCO3)ccc1OCc1c(C)noc1C,-3,100,26,-5,100,-1,101,1.0,4,-5,-5
Cc1ccc(C(=O)C2COC(=O)C2)cc1 (stereo not drawn),-2,103,5,-2,103,1,101,0.2,0,0,-5
CCCc1nnc(SCC(=O)O)n1/N=C/c1ccc2c(c1)OCO2,18,89,16,-10,72,-4,91,0.7,4,-18,11
CCOc1ccccc1OCCOCCN1CCN(Cc2ccccc2)CC1,0,102,25,-2,100,3,102,0.0,-1,2,2
OC(CCCCN1CCCCC1)c1ccccc1 (stereo not drawn),1,100,47,-13,100,-6,96,0.7,1,-9,4
Cc1c(C(=O)Nc2ccc(F)c(F)c2)oc2ccc(S(=O)(=O)N3CCCCC3)cc12,-2,100,32,-18,100,-11,99,0.5,2,-13,-9
COc1cc(/C=N/Nc2ccccn2)cc(OC)c1O,0,120,13,3,110,-1,108,-0.6,-1,0,0
CCCN(CC1CC1)c1nc(N)c(C#N)c(CC#N)c1C#N,0,102,21,0,98,0,99,0.7,5,0,0
COc1cc(/C=C(\C#N)C(=O)Nc2cc(C(F)(F)F)ccc2Cl)ccc1OCC(=O)Nc1cccc(C(F)(F)F)c1,0,98,7,1,98,-2,99,-0.5,-6,-1,-3
O=C(NC1CCCC1)C(c1ccc(Cl)cc1)N(Cc1ccc(F)cc1)C(=O)CCl (stereo not drawn),-3,105,8,-1,99,-1,102,1.5,3,0,-8
O=C(Nc1cccc(C(F)(F)F)c1)C1C2CC3OC(=O)C1C3C2 (stereo not drawn),-1,103,24,-23,101,-9,97,0.2,5,-13,-7
Cc1onc(-c2ccccc2)c1C(=O)Nc1cccc(C#N)c1,-4,101,24,-8,97,-8,98,0.6,2,-8,-4
CCNS(=O)(=O)c1ccc(NC(=O)c2ccccc2SCCOC)cc1,-1,98,10,-8,98,-4,98,0.1,2,-6,-2
CC(=O)Nc1nn(C)c2nc(C)cc(C)c12,0,101,15,-6,102,-5,?,0.6,5,-1,0
CC(C)CCN1CCN(Cc2ccc(Oc3ncccn3)cc2)CC1CCO (stereo not drawn),0,103,18,-9,101,-5,102,0.1,0,-1,-4
CCc1ccc(OCC(=O)N/N=C2\CC(=O)c3ccccc32)cc1,1,96,23,-4,92,-3,96,-0.1,0,1,-2

# Screens (PubChem)
